Compound activity: PubChem BioAssay, several laboratories
GLD-1 TGE inh: GLD-1-TGE RNA interaction inhibition (C. elegans); Q17339; purified GLD-1 + fluorescein TGE RNA, fluorescence polarization; inhibition, % at 5.96 µM; 0.44% of 320,000 active;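 active means percent inhibition above a per-plate cutoff, the plate mean of test compounds plus 3 SD, cut at about 30% in these data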;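 further: 0% = DMSO wells with GLD-1 and probe and 100% = wells lacking GLD-1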
MEX-5 binding: C. elegans MEX-5 TCR-2 RNA binding activity | 0.38% of 300,000 active | MEX-5/FITC-TCR2 RNA binding, fluorescence polarization; stronger effect = lower value | activity score (negative = inhibition of binding), % at 10 µM;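 active means inhibition past about -25% in most replicates, and total fluorescence under double the plate's negative control median, limit read from the data; inconclusive means replicates evenly split on the limit, or fluorescence at least double controls; inactive means too little inhibition in most replicates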;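 further: 0% = DMSO and -100% = 5 µM competing unlabeled TCR2 RNA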
Target sequence (Q9XUB2 whole entry, looked up): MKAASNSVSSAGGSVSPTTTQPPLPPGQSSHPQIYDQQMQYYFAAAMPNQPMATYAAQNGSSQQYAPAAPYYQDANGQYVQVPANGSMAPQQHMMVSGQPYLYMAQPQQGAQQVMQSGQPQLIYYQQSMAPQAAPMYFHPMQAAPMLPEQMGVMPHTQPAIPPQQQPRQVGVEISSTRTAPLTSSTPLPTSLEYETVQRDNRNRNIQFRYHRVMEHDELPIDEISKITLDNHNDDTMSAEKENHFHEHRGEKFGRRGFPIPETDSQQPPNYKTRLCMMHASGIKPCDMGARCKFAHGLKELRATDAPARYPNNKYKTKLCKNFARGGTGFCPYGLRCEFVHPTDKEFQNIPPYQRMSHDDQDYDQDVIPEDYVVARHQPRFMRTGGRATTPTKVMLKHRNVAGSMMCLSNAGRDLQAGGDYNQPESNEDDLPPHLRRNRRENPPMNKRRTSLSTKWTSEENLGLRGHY
VLA-4 inh: inhibition in a human VLA-4 binding assay. P13612. VLA-4 expressing cells, ligand binding flow cytometry. inhibition, % (about 7 µM as worked out from the volumes in the protocol). 0.2% of 330,000 active. AID 2557; in the data active means inhibition above about 50%
CIT2-GFP yeast: alters CIT2-GFP fluorescence in TOR pathway yeast screen | S. cerevisiae CIT2-GFP strain, flow cytometry, 3 h; 100 means same as DMSO wells | 0.065% of 320,000 active | AID 2029 | GFP response vs DMSO, % at 10 µM;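 active means GFP response relative to DMSO above a set limit, near the screen mean plus 3 SD, cut at about 150% in these data; inconclusive means Fewer than 70 cells measured for a yeast strain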;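 further: ratio of well median GFP fluorescence to mean of DMSO wells on the plate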
Bcl-xL primary: Bcl-xL (human) inhibition. Q07817. inhibition, % at 10.9 µM. 0.7% of 320,000 active. GST-Bcl-xL / FITC-Bim BH3 peptide fluorescence polarization;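 active means inhibition above the mean of all tested compounds plus 3 SD, cutoff set per campaign, cut at about 30% in these data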;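 further: 0% = DMSO wells and 100% = unlabeled Bim-BH3 peptide competitor; inhibitors lower millipolarization by displacing the labeled peptide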
Target sequence (Q07817 whole entry, looked up): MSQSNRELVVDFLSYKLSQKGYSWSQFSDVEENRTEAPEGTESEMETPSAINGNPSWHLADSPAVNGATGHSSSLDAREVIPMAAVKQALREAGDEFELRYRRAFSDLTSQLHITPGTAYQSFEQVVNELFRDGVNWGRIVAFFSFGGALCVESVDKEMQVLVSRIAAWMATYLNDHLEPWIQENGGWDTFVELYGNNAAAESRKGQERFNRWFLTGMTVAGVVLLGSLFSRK
GRK2 aptamer HTS: human GRK2 inhibition via aptamer displacement. P25098. bead flow cytometry, FAM-aptamer displacement from GRK2. inhibition of aptamer binding, % at 10 µM. 0.59% of 330,000 active. AID 488847;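 active means inhibition of aptamer binding above 40%, roughly 3 SD of noise, on plates passing a quality check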;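 further: median bead fluorescence of bound FAM aptamer so fluorescent compounds give negative values; no value below 0 was filed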
Fam108B counter: Fam108B inhibition, counter-screen for RBBP9 inhibitors. recombinant Fam108B, FP-Rh probe fluorescence polarization. inhibition, % at 9.51 µM. 0.33% of 300,000 active;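 active means inhibition above the screen mean inhibition plus 3 SD, computed separately per campaign, cut at about 18% in these data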;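 further: inhibitors lower polarization as less probe binds the enzyme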
MCL1-BIM inh: inhibitors of human MCL1 binding to BIM-BH3 peptide; Q07820; GST-MCL1 / FITC-Bim-BH3 fluorescence polarization; inhibition, % at 10.9 µM; 0.68% of 320,000 active; AID 2057;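 active means inhibition above the mean inhibition of all tested compounds plus 3 SD, set per campaign, cut at about 40% in these data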;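 further: 0% = DMSO wells and 100% = unlabeled Bim-BH3 peptide control; higher means more loss of mP so more displacement of Bim peptide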
Target sequence (Q07820 whole entry, looked up): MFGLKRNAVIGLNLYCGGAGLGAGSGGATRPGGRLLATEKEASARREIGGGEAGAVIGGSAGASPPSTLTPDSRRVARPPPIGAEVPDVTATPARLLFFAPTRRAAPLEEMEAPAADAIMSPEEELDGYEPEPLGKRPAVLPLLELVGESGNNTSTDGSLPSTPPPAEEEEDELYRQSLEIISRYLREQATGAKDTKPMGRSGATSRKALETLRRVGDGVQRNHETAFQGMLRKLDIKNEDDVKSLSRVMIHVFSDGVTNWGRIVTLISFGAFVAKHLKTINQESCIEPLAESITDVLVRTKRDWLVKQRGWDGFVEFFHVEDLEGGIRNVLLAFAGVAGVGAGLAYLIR
AGP1 TOR yeast: modulators of TOR pathway AGP1-GFP in S. cerevisiae. S. cerevisiae AGP1-GFP multiplex flow cytometry, 3 h; GFP as percent of DMSO wells. 0.02% of 320,000 active. GFP response vs DMSO, % at 10 µM;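 active means GFP response relative to DMSO above a set limit, near screen average plus 3 SD, cut at about 150% in these data; inconclusive means fewer than 70 cells counted for the yeast strain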;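 further: median GFP channel fluorescence of the gated AGP1 strain per well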
The depositor's hits bear a star; ? = inconclusive; / = no result given; [ ] = dose if it differs, or a comment. Compounds as they come. Share with any hit: about 2.2%.

SMILES	GLD-1 TGE inh	MEX-5 binding	VLA-4 inh	CIT2-GFP yeast	Bcl-xL primary	GRK2 aptamer HTS	Fam108B counter	MCL1-BIM inh	AGP1 TOR yeast
CCOC(=O)Nc1nnc(/C=C/c2ccc(OC)cc2)s1	-1	-1.8	14	98	3	1	3	9	91
O=C(CSc1nc2ncccc2[nH]1)c1ccc(F)cc1	1	-1.7	-2	104	-5	1	5	-5	86
Cc1cccc(OC(=O)c2cncc(Br)c2)c1	-2	1.0	16	96	-1	1	3	1	96
COc1ccc(CN2CCNC(=O)C2CC(=O)N(C)CCCN2CCOCC2)cc1C (centres undefined)	7	/	3	104	11	0	0	7	97
COc1ccc(-c2nnc(SCC(=O)N3CCCC3=O)n2N)cc1OC	-3	/	7	97	/	0	/	/	95
COc1ccc(C(=O)N2CCCC(C(=O)N3CCN(c4ccccc4)CC3)C2)cc1 (centres undefined)	4	1.9	3	89	2	1	-4	0	104
Cc1ccc(S(=O)(=O)Nc2cccc3ncccc23)s1	4	0.1	21	87	5	7	-1	5	87
CC(C)CC(N)C(=O)OCc1ccc([N+](=O)[O-])cc1 (centres undefined)	1	0.9	5	105	4	0	-1	4	103
CC(=O)N(C)Cc1ccc(C(=O)CCl)cc1	6	0.9	7	104	8	1	2	-1	104
O=C(Nc1nc(-c2ccc3c(c2)OCCO3)cs1)c1ccc(S(=O)(=O)N2CCCCC2)cc1	1	0.4	12	93	3	1	-11	5	97
O=C1NCC(=O)N2CCC[C@@H]12	5	0.4	54*	102	3	3	1	2	104
CN(C(=O)c1ccc(NC(=O)Cc2cccc(NC(=O)C3CCN(C(=O)C4CCCC4)CC3)c2)cc1)C1CCCC1	-1	/	4	108	4	0	/	7	99
CC1CCC2C(=O)N(c3ccccc3OC(=O)c3ccccc3F)C(=O)C2C1 (centres undefined)	4	-2.1	-7	101	-1	2	1	-2	106
COc1ccc(-n2c(=O)c3c4c(sc3n3c(=S)[nH]nc23)CCCC4)cc1	4	1.3	11	98	-32	0	2	-15	94
COc1ccc(NC(=O)C2CCN(S(C)(=O)=O)CC2)c(OC)c1	-5	1.2	17	107	3	1	0	2	94
CC(C(=O)O)N1C(=O)c2ccccc2C1=O (centres undefined)	4	-0.4	27	101	6	1	3	10	106
O=C(Nc1cccc(Cl)c1Cl)c1ccccc1NC(=O)C1CC=CCC1C(=O)O (centres undefined)	/	/	13	101	/	3	/	/	95
CCN(CC)S(=O)(=O)c1csc(C(=O)Nc2ccccn2)c1	3	-0.9	8	92	5	1	0	6	105
CN(C(=O)CSc1nncc2ccccc12)C1CCCCC1	4	1.8	20	94	-10	0	4	3	97
COc1ccc(N2C(=O)C3C4C=CC(C4)C3C2=O)c([N+](=O)[O-])c1 (centres undefined)	7	-2.1	18	101	4	4	0	-7	98
COCc1c(C(=O)Nc2nc(C)cs2)oc2ccccc12	-9	-3.4	-1	94	-2	1	-5	2	96
CCCc1cc(=O)[nH]c(SCC(=O)Nc2cc(S(=O)(=O)N3CCCCC3)ccc2C)n1	1	/	7	96	4	0	/	-1	103
O=C(N/N=C/c1cn(-c2cccs2)nc1-c1ccccc1)c1ccc(O)cc1	3	0.0	23	100	3	0	-37	6	97
NS(=O)(=O)c1ccc(NC(=O)CNC(=O)c2ccc3c(c2)OCO3)cc1	4	/	-2	90	/	0	/	/	97
COc1ccc(-c2cc(=O)oc3cc(OCc4nn[nH]n4)ccc23)cc1	15	0.9	5	112	8	0	-3	10	111

New compounds follow
SMILES	GLD-1 TGE inh	MEX-5 binding	VLA-4 inh	CIT2-GFP yeast	Bcl-xL primary	GRK2 aptamer HTS	Fam108B counter	MCL1-BIM inh	AGP1 TOR yeast
COCCCn1c(C23CC4CC(CC(C4)C2)C3)n[nH]c1=S	8	-1.0	10	101	-18	3	3	-10	101
CCCc1ncc(C(O)c2ccccc2OC)n1C (centres undefined)	-2	2.1	2	92	1	3	-3	-2	/
O=C(COc1ncnc2cc([N+](=O)[O-])ccc12)NC(=O)NC1CCCCC1	2	1.7	9	97	7	2	2	1	99
Cc1cc(N)n(-c2nc(-c3cccnc3)nc3ccccc23)n1	0	0.6	33	96	6	0	2	6	91
C/C(=N\NC(=O)c1c(Br)c(C)nn1C)c1ccc(NC(=O)C(C)Oc2ccc(Cl)cc2C)cc1 (centres undefined)	9	0.2	7	110	-1	2	-4	-7	110
CN(C(=O)CC1C(=O)NCCN1Cc1cccc(F)c1F)C1CCOCC1 (centres undefined)	5	-1.3	15	103	12	3	-1	18	102
CCCc1nc2ccccc2n1CC(O)COc1ccc(NC(C)=O)cc1 (centres undefined)	5	-1.3	-14	119	4	0	-1	3	111
NNC(=O)c1ccc(CSc2nc3ccccc3[nH]2)cc1	-2	-0.8	8	?	1	2	-10	-3	?
Cc1cc(Nc2cccc(F)c2)n2c(n1)nc1ccccc12	4	1.3	4	103	3	0	8	7	101
CCOC(=O)c1c(/N=C/c2cc(C)ccc2O)sc2c1CCC2	4	-1.3	20	95	19	0	-1	22	96
CNC(=S)Nc1ccc(C(N)=O)cc1	2	-1.0	2	97	8	0	-2	7	101
c1nc(NC2CCCCCC2)c2[nH]cnc2n1	-1	17	-9	94	2	0	-1	6	99
CN(CC(=O)Nc1ccc(Cl)c(Cl)c1)C(=O)C1CCC1	6	/	3	95	/	1	/	/	97
O=C1C2C3C=CC(C3)C2C(=O)N1c1ccc2c(c1)CCC2 (centres undefined)	10	-1.1	-2	96	-1	2	3	0	100
CNC(=O)c1ccc(NC(=O)CC2SC(N3CCCC3)=NC2=O)cc1 (centres undefined)	-2	/	3	103	-1	7	/	3	108
O=C(CSc1nc(N2CCOCC2)nc(N2CCOCC2)n1)Nc1ccc([N+](=O)[O-])cc1	-3	2.9	-20	90	2	7	-1	-9	89
O=C(Nc1cccc(F)c1)C1CCN(C(=O)NCc2ccccc2)CC1	-4	-2.0	7	96	1	0	-6	-3	102
Cc1ccc(CCNC(=O)CCS(=O)(=O)Cc2ccc(C)cc2)cc1	-5	0.4	-4	100	2	0	7	-1	98
O=C(COC(=O)c1n[nH]c2ccccc12)NC(=O)NC12CC3CC(CC(C3)C1)C2	-8	-2.6	1	100	-4	0	-2	-10	103
COc1ccccc1C(=O)N/C(=C/c1ccc(Br)cc1)C(=O)N1CCCC1	-13	0.1	-2	89	2	0	-1	0	96
COc1ccc(C(=O)NCCOc2ccccc2Cl)c(OC)c1OC	0	-1.4	-26	89	4	1	4	-12	91
CS(=O)(=O)N1CCN(c2ccc(NC(=O)c3cccnc3Cl)cc2)CC1	4	2.2	2	96	5	0	-4	9	103
Cc1ccnc(NC(=O)CNC(=O)c2ccc(Br)o2)c1	2	3.9	2	87	0	0	-2	4	86
CCCC(O)(CCN1CCCCC1)c1ccc(OCC)cc1 (centres undefined)	8	-0.2	-2	93	1	0	-2	-3	94
O=C1CCc2cc(S(=O)(=O)NCc3ccccc3Cl)ccc2N1	0	/	8	?	2	0	/	4	45[may fluoresce violet]

Three of these compounds, set out differently:
Every second line gives: GLD-1 TGE inh | MEX-5 binding | VLA-4 inh | CIT2-GFP yeast | Bcl-xL primary | GRK2 aptamer HTS | Fam108B counter | MCL1-BIM inh | AGP1 TOR yeast
- CCCc1ncc(C(O)c2ccccc2OC)n1C (centres undefined)
 : -2 | 2.1 | 2 | 92 | 1 | 3 | -3 | -2 | /
- CNC(=O)c1ccc(NC(=O)CC2SC(N3CCCC3)=NC2=O)cc1 (centres undefined)
 : -2 | / | 3 | 103 | -1 | 7 | / | 3 | 108
- CCCC(O)(CCN1CCCCC1)c1ccc(OCC)cc1 (centres undefined)
 : 8 | -0.2 | -2 | 93 | 1 | 0 | -2 | -3 | 94

More entries
SMILES	GLD-1 TGE inh	MEX-5 binding	VLA-4 inh	CIT2-GFP yeast	Bcl-xL primary	GRK2 aptamer HTS	Fam108B counter	MCL1-BIM inh	AGP1 TOR yeast
COc1ccccc1N(CCOc1ccccc1)S(=O)(=O)c1ccccc1	2	/	4	93	/	2	/	/	99
CCCCC(=O)NC(c1ccco1)c1c(O)ccc2ccccc12 (centres undefined)	2	35	10	98	2	1	1	2	103
CCOC(=O)C(N)CSC1CC(=O)N(c2ccc(OCC)cc2)C1=O (centres undefined)	3	0.3	-7	98	9	2	-4	10	98
O=C(NN=C1CCCC1)NC1CCCCC1	-1	0.0	-11	96	2	0	-4	-5	101
O=S(=O)(NC1=NCCCCC1)c1ccc2sc(NS(=O)(=O)c3ccc4ccccc4c3)nc2c1	5	1.3	3	?	1	12	-2	-1	22[may fluoresce violet]
Cc1noc(C)c1C(=O)OCC(=O)Nc1cccc(S(N)(=O)=O)c1	6	0.4	3	95	0	0	3	-9	93
CCOc1ccccc1C(=O)N/N=C/c1c[nH]c2ccccc12	4	0.9	-11	109	7	0	-1	4	93
O=c1c(C=NCC2CCCO2)c(-c2ccccc2)[nH]n1-c1ccc([N+](=O)[O-])cc1 (centres undefined)	-4	-5.6	3	?	8	3	-1	-2	?
Cc1nc2ncnn2c(N2CCN(c3cccc(C(F)(F)F)c3)CC2)c1C	10	-0.4	-2	101	3	1	-1	2	93
COc1cccc(CN(C(=O)Cn2nnc(-c3ccccc3F)n2)C(C(=O)NC(C)(C)C)c2ccncc2)c1 (centres undefined)	-1	0.7	18	97	-3	0	-4	-6	102
O=C1C2C(c3ccccc3)C=CC(c3ccccc3)C2C(=O)N1c1ccncc1 (centres undefined)	3	0.2	-3	87	2	0	1	-5	95
Cc1ccccc1N1CC(C(=O)Nc2nnc(SCCC3OCCO3)s2)CC1=O (centres undefined)	-2	-2.0	-30	103	17	3	5	14	108
CCOC(=O)c1c(NC(=O)COC(=O)Cc2ccccc2[N+](=O)[O-])sc(C(=O)N(C)C)c1C	4	-1.9	9	104	0	1	3	-5	111
O=C1c2ccccc2C(Nc2ccc(Cl)cc2)N1CCN1CCOCC1 (centres undefined)	6	-0.1	42	106	15	0	-1	-2	105
Cc1ccc(N2CC(C(=O)Nc3cc(C)on3)CC2=O)cc1 (centres undefined)	2	1.9	23	103	1	2	-1	-3	102
COc1ccc(S(=O)(=O)N2CCOC23CCN(S(=O)(=O)c2c(C)cc(C)cc2C)CC3)cc1	-5	3.8	10	115	7	4	0	4	116
COc1ccc(CNC(=O)C(=O)NCC2OCCN2S(=O)(=O)c2ccccc2)cc1 (centres undefined)	2	-0.7	-5	106	5	0	-4	1	93
CCc1nc2ccc(C(=O)N3CCN(c4cccc(C)c4C)CC3)cc2nc1CC	-1	1.0	-7	78	4	3	7	8	75
CSCCC1NC(=O)N(CC(=O)N2CCc3ccccc3C2)C1=O (centres undefined)	-2	/	0	98	4	4	/	-2	102
COc1ccc(-c2csc(NC(=O)CSc3nnnn3C)n2)c(OC)c1	-2	-2.4	-5	87	-3	2	-2	-3	98
CCOC(=O)C1CCN(C(=O)COc2ccc(N(C)S(=O)(=O)c3ccc(OCC)cc3)cc2)CC1	-6	-0.6	-3	100	3	1	4	2	111
S=C(NC1CCCCC1)N1CCN(Cc2ccccc2Cl)CC1	5	-3.3	1	99	4	0	-7	6	49
COC(=O)c1ccc(N=CC2=C(O)CC(c3ccccc3)CC2=O)cc1 (centres undefined)	10	1.8	8	79	3	1	4	2	91
CC(OC(=O)CCC1CCCCC1)C(=O)Nc1ccc(S(N)(=O)=O)cc1 (centres undefined)	-7	1.4	43	98	-12	3	-1	-6	106
COC(=O)c1cc(C(=O)NC(C)C2CC3CCC2C3)cc([N+](=O)[O-])c1 (centres undefined)	-1	-1.0	5	101	3	1	-3	-2	99
O=C(COc1ccc(Br)cc1)NCC1COc2ccccc2O1 (centres undefined)	5	/	2	86	6	0	/	0	96
